Screening results (PubChem)
MC4R antag cAMP = MC4R antagonists of cAMP signaling, primary screen, cell-based, TR-FRET, antagonist arm of biased-ligand search. Melanocortin receptor 4 (Homo sapiens), P32245. 360,000 compounds, 0.48% hits. MC4R-expressing cells, MTII-stimulated cAMP, LANCE TR-FRET. inhibition, % at 6.5 µM. AID 540295, 2011;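 active = inhibition above its plate's cutoff, the mean of tested wells on that plate plus 3 SD, cut at about 29% in these data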;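 note: 0% = Melanotan II alone and 100% = Melanotan II plus saturating MCL0020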
Target sequence (P32245 whole entry, looked up): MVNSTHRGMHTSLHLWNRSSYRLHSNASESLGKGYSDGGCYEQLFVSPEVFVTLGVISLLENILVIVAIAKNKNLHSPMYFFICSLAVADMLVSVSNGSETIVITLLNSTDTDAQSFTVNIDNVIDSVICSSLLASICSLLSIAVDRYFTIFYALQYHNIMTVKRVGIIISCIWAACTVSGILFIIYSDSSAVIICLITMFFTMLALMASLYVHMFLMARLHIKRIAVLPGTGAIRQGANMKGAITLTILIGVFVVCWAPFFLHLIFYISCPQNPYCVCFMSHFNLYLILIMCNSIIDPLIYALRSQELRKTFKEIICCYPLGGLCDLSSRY
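system = U2OS cells with stable human MC4R expression | also added = Melanotan II challenge after compound preincubation | dosing = one concentration, 6.5 µM nominal | incubation = compound 30 min, challenge 1 h, detection 1 h | measured by = TR-FRET with Eu-cAMP and labeled anti-cAMP, 671 nm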
ABCB6 inh MLPCN = ABCB6 transporter inhibitors, primary screen, K562-ABCB6 cells, flow cytometry, MLPCN library; ATP-binding cassette sub-family B member 6 (Homo sapiens), Q9NP58; K562-ABCB6 porphyrin accumulation, 1 h; hits give low values; fluorescence ratio to DMSO, % at 10 µM; 360,000 compounds, 0.19% hits;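 active = fluorescence ratio to DMSO below 75%, the collection mean minus 3 SD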;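 note: signal is porphyrin accumulated inside mitochondria; 100% equals median channel fluorescence of DMSO control wells; lower ratio means ABCB6 inhibition with less porphyrin fluorescence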
MC4R ag barr = MC4R agonists recruiting beta-arrestin, primary screen, cell-based, luminescence, agonist arm of biased-ligand search | activation, % at 8.9 µM | 360,000 compounds, 0.98% hits | U2OS MC4R beta-arrestin complementation; percent of melanotan II response, DMSO zero | Melanocortin receptor 4 (Homo sapiens), P32245 | AID 540308, 2011;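 active = activation above a per-plate cutoff, the mean activation of sample wells on that plate plus 3 SD, cut at about 8% in these data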
aDG glyco act = activators of alpha-DG glycosylation, primary screen, uHTS, Pro5-aDG cells, AlphaScreen. alpha-DG glycosylation AlphaScreen (IIH6); 0% Pro5, 100% B10-LARGE cell signal. activation, % at 10 µM. 360,000 compounds, 0.22% hits;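 active = activation of at least 8% versus controls, or a plate z-score of at least 8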;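 note: Pro5 are CHO cells carrying HIG-tagged alpha-DG that lacks glycosylation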
Granule exo inh = LAMP-1 surface exposure blockers, TALL-104 cells – cell-based, flow cytometry, MLPCN library, primary screen | TALL-104 LAMP-1 surface exposure; cells stimulated with thapsigargin and PMA | inhibition, % at 10 µM | 360,000 compounds, 0.66% hits;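 active = inhibition above about 55%, limit read from the data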
hiPSC survival = enhancers of single-cell hiPSC survival, primary screen, ATPlite luminescence | 100% = ROCK inhibitor wells, 0% = DMSO | survival enhancement, % at 20 µM | 360,000 compounds, 0.044% hits; in the data active = survival enhancement above about 18%;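 note: cells exposed to compounds for 16 hours before the ATP read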
HTR2A ag = mouse Htr2a agonists via beta-arrestin recruitment, primary screen, cell-based, luminescence; 5-hydroxytryptamine receptor 2A (Mus musculus), P35363; CHO-K1 mHTR2A beta-arrestin complementation; percent of 30 µM serotonin response; activation, % at 7.6 µM; 360,000 compounds, 0.66% hits; AID 624169, 2012;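 active = activation above a run cutoff, the mean activation of all tested compounds plus 3 SD, cut at about 14% in these data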;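 note: 0% = plate median of compound wells and 100% = 30 µM serotonin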
Target sequence (P35363 whole entry, looked up): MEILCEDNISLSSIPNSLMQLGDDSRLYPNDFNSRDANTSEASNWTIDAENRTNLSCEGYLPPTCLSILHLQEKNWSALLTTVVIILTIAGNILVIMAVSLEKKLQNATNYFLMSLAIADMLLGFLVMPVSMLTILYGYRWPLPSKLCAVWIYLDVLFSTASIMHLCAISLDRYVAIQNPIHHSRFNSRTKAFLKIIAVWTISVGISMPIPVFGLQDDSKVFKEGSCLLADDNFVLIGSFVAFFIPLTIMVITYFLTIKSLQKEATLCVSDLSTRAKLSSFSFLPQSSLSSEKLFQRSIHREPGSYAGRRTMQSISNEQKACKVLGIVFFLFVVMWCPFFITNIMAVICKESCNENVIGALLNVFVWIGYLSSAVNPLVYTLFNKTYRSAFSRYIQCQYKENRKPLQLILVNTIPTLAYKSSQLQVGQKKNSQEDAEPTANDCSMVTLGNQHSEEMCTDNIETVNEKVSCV
Cardio protect = cardioprotection against H2O2-induced cell death, primary screen, uHTS, H9c2 cells, ATPLite luminescence; H9c2 cardiomyocytes, H2O2 injury protection, 2 h; protection from H2O2 cell death, % at 20 µM; 360,000 compounds, 0.63% hits;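 active = compounds giving at least 50% protection of heart cells from peroxide-induced death in the single-dose screen, raw or plate-pattern-corrected value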;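 note: 0% = DMSO wells with peroxide and 100% = DMSO wells without peroxide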
ABHD5-PLIN5 inh = ABHD5-PLIN5 interaction inhibitors, primary screen, cell lysate, split luciferase complementation, luminescence; Perilipin-5 (Homo sapiens) + 1-acylglycerol-3-phosphate O-acyltransferase ABHD5 (Homo …; Split G. princeps luciferase complementation, 4 h; inhibition, % at 4 µM; 360,000 compounds, 0.78% hits; AID 602281, 2012;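 active = inhibition above the mean inhibition across every tested compound plus 3 SD, cut at about 22% in these data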;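 note: 0% = DMSO only wells and the 100% control is not disclosed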
Glyco luc inh = increase of ERlucT glycosylation luciferase signal, primary screen, N-linked glycosylation inhibitor project, D54 ERlucT cells, luminescence, set 2; D54 ERlucT glycosylation luciferase reporter, 24 h; percent of 100 nM tunicamycin response; reporter increase, % at 12.5 µM; 360,000 compounds, 0.23% hits;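 active = mean luciferase reporter signal, scaled so untreated is 0 and the glycosylation-blocking control 100, at or above a set limit in every replicate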;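 note: luciferase carries N-glycosylation sites so blocking glycosylation raises the light; 0% = median of neutral control wells and 100% = median of 100 nM tunicamycin wells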
* marks the source's active call; other numbers are inactive results.

SMILES	MC4R antag cAMP	ABCB6 inh MLPCN	MC4R ag barr	aDG glyco act	Granule exo inh	hiPSC survival	HTR2A ag	Cardio protect	ABHD5-PLIN5 inh	Glyco luc inh
Cc1nc2ccccc2cc1C(=O)NCc1ccc(F)cc1	4	97	0.3	0.2	13	-0.1	-1	-8	4	-1
CCCCCCC(NC(=O)Cc1ccc2ccccc2c1)C(=O)O (stereo not drawn)	3	97	-0.9	0.1	-2	-0.6	-4	2	2	3
Cc1cc(C)cc(-n2nnnc2SCC(=O)Nc2cccc(NC(=O)c3ccco3)c2)c1	7	93	-2.4	0.0	1	2.3	-4	18	3	-1
COc1cc(/C=N/NC(=O)CCn2nc(C)cc2C)ccc1O	1	94	-0.2	-0.1	4	0.2	2	-6	1	0
CN(CC(=O)Nc1ccc(F)c(F)c1)S(=O)(=O)c1cccs1	12	98	-0.9	0.0	-4	-0.5	-10	-6	2	3
CCNC(=O)CC1C(=O)N(c2ccc(F)cc2)C(=O)N1CCc1sccc1C (stereo not drawn)	10	99	-1.9	-0.2	-1	-0.4	-4	3	-2	3
COc1ccc(C(CC(=O)c2ccc(C)cc2)Sc2ccccc2N)cc1 (stereo not drawn)	15	97	1.1	-0.2	1	2.3	1	-14	-4	-1
CN(Cc1ccccc1)c1nc(N)c([N+](=O)[O-])c(Nc2cccc(F)c2)n1	-1	96	-1.1	-0.4	7	0.7	0	-5	1	-3
CC1(c2ccccc2Cl)NC(=O)N(CC(=O)N2CCc3ccccc3C2)C1=O (stereo not drawn)	5	99	-2.4	-0.1	-2	-0.5	-7	5	-2	1
COc1ccc(/C=N/n2c(N)nc3ccccc32)cc1OC	1	94	-0.8	0.6	0	-5.5	-3	-14	-4	0
COc1ccccc1-c1cnc2c(c1)C(=O)N([C@@H](C)CO)C[C@H](C)[C@H](CN(C)C)O2	12	99	1.9	-0.1	1	1.2	-1	-1	4	1
CCSc1nnc(NC(=O)COc2ccccc2)s1	-2	105	-0.2	-0.4	0	1.4	8	4	4	0
O=[N+]([O-])c1cn(Cc2ccccc2)cn1	10	103	2.0	-0.1	2	-1.6	4	3	2	2
CCOC(=O)N1CCN(C(=O)COc2cccc3c2CCN(Cc2ccc(F)cc2)C3=O)CC1	4	100	-0.7	-0.2	7	0.3	0	-4	6	-2
COc1cc(/C=N/NC(=O)C(N)=O)ccc1OCC(=O)N1C(C)CCCC1C (stereo not drawn)	-1	91	-0.9	0.4	-3	2.3	1	1	-3	1

Complete entries as entered above. Screens in order: MC4R antag cAMP	ABCB6 inh MLPCN	MC4R ag barr	aDG glyco act	Granule exo inh	hiPSC survival	HTR2A ag	Cardio protect	ABHD5-PLIN5 inh	Glyco luc inh
Entry for COc1ccc(C(CC(=O)c2ccc(C)cc2)Sc2ccccc2N)cc1 (stereo not drawn) = 15	97	1.1	-0.2	1	2.3	1	-14	-4	-1
Entry for CCCCCCC(NC(=O)Cc1ccc2ccccc2c1)C(=O)O (stereo not drawn) = 3	97	-0.9	0.1	-2	-0.6	-4	2	2	3
Entry for CCOC(=O)N1CCN(C(=O)COc2cccc3c2CCN(Cc2ccc(F)cc2)C3=O)CC1 = 4	100	-0.7	-0.2	7	0.3	0	-4	6	-2

Next records.
SMILES	MC4R antag cAMP	ABCB6 inh MLPCN	MC4R ag barr	aDG glyco act	Granule exo inh	hiPSC survival	HTR2A ag	Cardio protect	ABHD5-PLIN5 inh	Glyco luc inh
O=C(NCc1ccncc1)NC1CCCCC1	-2	102	-3.7	-0.2	0	1.6	0	0	-9	1
COc1ccccc1CNC(=O)c1cnc2sccn2c1=O	-2	99	-0.7	0.0	9	-1.4	3	8	-9	1
CCOC(=O)c1c(NC(=O)Cc2ccccc2)sc2c1CC(C)(C)NC2(C)C	6	102	1.3	0.0	5	-1.5	-3	8	9	1
O=C(O)c1ccccc1S(=O)(=O)NCC(O)COc1ccc(Br)cc1 (stereo not drawn)	6	97	0.3	-0.3	-2	-1.4	0	4	7	3
O=C(Nc1ccc2nc3n(c(=O)c2c1)CCCCC3)c1ccccc1[N+](=O)[O-]	-12	103	-0.3	0.7	-2	-0.5	6	3	5	2
FC(F)(F)c1cc(-c2ccco2)nc(NCc2ccccc2)n1	0	97	2.2	0.9	-2	-3.3	-3	-6	0	1
O=c1[nH]nc(-c2ccc(F)cc2)cc1Cc1ccccn1	5	98	-1.9	-0.1	-4	-0.5	5	-4	7	1
COc1cccc(-c2n[nH]nc2C2=CC(=O)CC(C)(C)C2)c1	4	99	1.4	-0.2	-2	2.7	-2	15	-7	-1
O=C(NC1CCN(C(=O)Nc2cccc(Cl)c2)CC1)c1ccco1	9	101	-2.3	0.1	-3	2.6	-4	-1	-1	1
N#C/C(=C\c1ccc(Cl)cc1)c1n[nH]c(Cn2cncn2)n1	4	108	0.6	0.4	1	-2.3	-2	24	-1	3
CN(C)S(=O)(=O)c1cccc(NC(=O)COc2ccc3ccccc3c2)c1	7	89	1.2	0.1	2	0.1	2	-20	-9	2
CCc1ccc(Nc2n[n+](-c3ccccc3)c(-c3ccc(SC)cc3)s2)cc1	6	98	0.3	0.2	-8	-0.7	2	-19	-7	-1
CCN1C(=O)CS/C1=N\S(=O)(=O)c1ccc(C)cc1	7	93	-0.6	0.0	0	-0.3	3	4	5	3
Cc1ccc(-c2ccc(CO)o2)cc1N	18	98	-1.8	-0.1	0	0.2	0	-1	14	0
CN(C)CCNC(NC(=O)c1cccs1)C(Cl)(Cl)Cl (stereo not drawn)	-1	86	-2.5	-0.2	-4	-0.8	-5	-6	-2	1
COc1ccc(CCNC(=O)CCCn2nc(C)c([N+](=O)[O-])c2C)cc1OC	-1	101	-0.3	0.2	-3	0.2	-1	13	-6	-1
CCCN(CCC)C(=O)c1ccccc1C(=O)N(CCC)CCC	14	99	-2.1	0.6	13	-1.2	1	-2	3	1
O=S(=O)(Cc1cc(-c2ccc(Cl)cc2)no1)c1ccccc1	1	104	2.2	-0.4	-4	0.0	-3	5	-3	2
COc1ccc(/C=C2\CCn3c2nc2cc(C(=O)O)ccc2c3=O)cc1OC	-30	92	-1.3	-0.1	0	-0.2	0	9	0	2
COc1ccc(NC(=O)c2cc([N+](=O)[O-])ccc2N2CCCCC2)cc1	4	91	-2.2	0.0	68*	-0.6	-9	1	-4	4
NNC(=O)C(=O)Nc1ccc(O)cc1	4	98	1.1	0.0	-5	-0.1	1	1	4	1
CC1CCCC(NC(=O)c2ccc3snnc3c2)C1C (stereo not drawn)	7	96	-2.5	-0.2	-2	0.9	-2	-3	-7	0
CNC(=O)C1CC(=O)N(CCc2ccc(OC)cc2)C(=Nc2ccc(OC)cc2)S1 (stereo not drawn)	6	96	-1.2	-0.3	1	0.4	9	6	-4	1
CCc1ccccc1Oc1ccc(S(=O)(=O)N2CCN(C)CC2)cn1	7	102	-2.0	0.1	11	0.4	5	3	6	0
CCOC(=O)Nc1ccc2c(c1)nc(CN1CCOCC1)n2C	-1	88	0.7	0.1	0	0.8	-3	2	6	2
CCCc1ccc(S(=O)(=O)NCCc2ccncc2)cc1	4	92	-1.0	2.8	1	-0.4	0	-18	1	-1
COc1ccc(OC)c(S(=O)(=O)NC(=O)C2(C)CCN2C(=O)Cc2ccccc2Cl)c1 (stereo not drawn)	10	97	-1.2	0.1	1	-1.5	0	-1	10	1
CC(C)C[C@H](NC(=O)c1nc[nH]c1C(=O)NC1CCN(C(=O)OC(C)(C)C)CC1)C(=O)OCc1ccccc1	26	97	5.7	-0.1	14	2.7	6	-21	3	6
COc1ccc(S(=O)(=O)N2CCCCC2c2cc(C(=O)N3CCOCC3)no2)cc1 (stereo not drawn)	1	96	1.7	-0.1	0	-1.7	8	-3	8	4
COc1ccc(C2C(C#N)=C(/N=C/N3CCN(C)CC3)OC3=C2C(=O)CC(C)(C)C3)cc1 (stereo not drawn)	0	107	-0.3	-0.3	2	-0.3	1	8	4	2
COc1cccc2cc(C(=O)NCCc3ccccc3)oc12	9	104	-1.6	-0.2	-8	0.4	-4	3	-5	0
CCCCc1nc2ccccc2n1CC(=O)NN	3	94	-0.5	0.2	1	1.1	2	-4	9	1
O=C(O)c1ccc(-c2nc(-c3ccccc3Cl)cs2)cc1	1	105	-1.2	-0.6	22	-2.0	-1	-6	-1	5
COc1cc2c(cc1OC)C(c1cc(Br)ccc1O)N(C(C)=O)CC2 (stereo not drawn)	4	102	-0.7	-0.2	-8	-0.1	1	0	0	2
CCOC(=O)c1ccccc1OCc1cc(/C=N/NC(=O)c2ccncc2)ccc1OC	26	95	0.1	0.1	11	-0.3	4	28	-5	1
O=C(CCn1nc(-c2ccc(Cl)cc2)c2ccccc2c1=O)NCC1CCCO1 (stereo not drawn)	13	97	-0.5	0.2	1	-1.0	0	-2	2	1
O=C(Nc1ccc(Cl)cc1)NC1CCCCC1	9	96	3.5	-0.3	-3	-0.7	-5	-5	-2	0
O=C(NC1CCCC1)C(c1cccnc1)N(C(=O)c1csnn1)c1ccccc1Cl (stereo not drawn)	3	101	-2.0	0.0	0	-0.5	9	0	-2	2
O=C(O)C1C2C=CC(C2)C1C(=O)NCCCN1CCOCC1 (stereo not drawn)	9	94	0.1	-0.1	0	-1.5	3	2	-1	0
O=C(NCc1ccccc1Cl)c1ccc2sc([C@H]3C[C@H](O)[C@@H](CO)O3)nc2c1	11	100	-0.2	0.4	1	-1.4	0	9	0	-1
O=C(Nc1cc(S(=O)(=O)N2CCOCC2)ccc1N1CCOCC1)c1ccc(Cl)nc1	5	94	-0.1	-0.2	0	0.9	-3	13	2	-1
Cc1ccc2c(c1)COc1c3ccc(C(=O)N[C@@H](CO)C(C)C)cc3nn1-2	1	95	-0.5	0.4	-5	-2.4	1	-7	0	-2
COC(=O)c1ccc(NC(=O)CCc2c(C)nc3ncnn3c2C)cc1	6	96	0.4	-0.1	0	-3.0	7	5	-9	1
COc1ccc(CC(=O)Nc2sc(Cc3ccccc3)c(C)c2C(N)=O)cc1	11	103	9.1*	0.3	0	-0.1	0	-4	-7	-2
COc1ccc(S(=O)(=O)N2CCOC2CNC(=O)C(=O)NCc2ccccc2OC)cc1 (stereo not drawn)	1	97	-4.1	0.8	-4	-0.5	0	0	3	-1
Cc1csc(NC(=O)c2ccc(Cl)nc2)n1	29*	102	-0.1	0.0	6	2.6	10	7	-6	1
